# GASC-1 inh = inhibitors of human GASC-1 (JMJD2C) demethylase. Q9H3R0. GST-JMJD2C(1-420) H3K9me3 demethylation, DELFIA europium. inhibition, % at 2.35 µM. actives 0.069% (n = 330,000);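 active means more than half of a compound's replicate wells show inhibition beyond 50%, single wells judged on their own value; inconclusive means some, but no more than half, of replicates pass 50% inhibition; inactive means no replicate passes 50% inhibition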;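 further: signal counts dimethyl H3K9 product captured on neutravidin plate; 0% = median of DMSO wells and 100% = 0.3 times that DMSO median; strong numbers were not always called active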
# PP1 counter = PP1-alpha (human) inhibition in PP5 counter-screen. purified PP1alpha, OMFP fluorescence. inhibition, % at 6.7 µM. actives 0.9% (n = 320,000). AID 2235;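 active means inhibition above the mean inhibition of all tested compounds plus 3 SD, computed separately for each screening campaign, cut at about 15% in these data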
# PP5 primary = inhibitors of human protein phosphatase 5 (PP5). purified PP5c, OMFP substrate fluorescence. inhibition, % at 6.7 µM. actives 0.18% (n = 320,000). AID 1987;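 active means inhibition above the campaign's mean inhibition across all tested compounds plus 3 SD, cut at about 9.5% in these data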;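 further: 0% = DMSO only and 100% = 100 µM cantharidin control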
# Target sequence (P53041 whole entry, looked up): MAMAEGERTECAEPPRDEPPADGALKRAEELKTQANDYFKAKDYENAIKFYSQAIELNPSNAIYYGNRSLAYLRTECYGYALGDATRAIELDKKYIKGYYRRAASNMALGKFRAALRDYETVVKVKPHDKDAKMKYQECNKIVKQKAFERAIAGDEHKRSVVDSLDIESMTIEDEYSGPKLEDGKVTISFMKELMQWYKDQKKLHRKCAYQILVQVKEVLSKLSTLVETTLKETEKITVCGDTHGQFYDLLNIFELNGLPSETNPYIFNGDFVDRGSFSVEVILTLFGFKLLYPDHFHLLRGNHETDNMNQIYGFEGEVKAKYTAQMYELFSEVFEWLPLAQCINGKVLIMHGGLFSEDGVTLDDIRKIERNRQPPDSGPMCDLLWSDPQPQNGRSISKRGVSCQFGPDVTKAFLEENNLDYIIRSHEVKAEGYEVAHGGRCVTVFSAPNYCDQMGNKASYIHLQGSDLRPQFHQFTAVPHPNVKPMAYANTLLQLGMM
# procasp3 activ = activators of human procaspase-3; recombinant procaspase-3 D3A, Ac-DEVD-pNA absorbance 405 nm; activation, % at 8.5 µM; actives 0.11% (n = 330,000);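 active means activation above the mean of all tested compounds plus 3 SD, cut at about 21% in these data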;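 further: 0% = DMSO alone and 100% = DMSO wells spiked with extra 5 µM PC-3 D3A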
# Target sequence (P42574 whole entry D9A/D28A/D175A): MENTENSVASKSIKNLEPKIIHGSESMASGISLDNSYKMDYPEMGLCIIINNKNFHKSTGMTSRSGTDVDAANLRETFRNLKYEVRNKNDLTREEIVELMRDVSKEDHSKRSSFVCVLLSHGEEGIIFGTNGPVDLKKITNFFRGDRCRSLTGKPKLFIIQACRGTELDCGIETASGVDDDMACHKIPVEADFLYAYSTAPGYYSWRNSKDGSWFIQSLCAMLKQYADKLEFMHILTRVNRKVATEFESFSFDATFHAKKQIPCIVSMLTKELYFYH
#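 Assay system – Procaspase-3 D3A mutant, all three cleavage aspartates alanine · Controls – DMSO-only low control, 5 µM PC-3 D3A high control · Schedule – 1 h compound preincubation, 2 h substrate hydrolysis at 25 °C · Signal – 405 nm absorbance of p-nitroaniline, reads at 0 and 120 min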
# TPT1 inh = C. albicans TPT1 enzyme inhibition. recombinant caTPT1, FP RNA substrate dephosphorylation. inhibition, % at 5 µM. actives 0.81% (n = 300,000);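 active means inhibition above the mean of all tested compounds plus 3 SD, set per screening campaign, cut at about 24% in these data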;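 further: plate controls were DMSO alone for no effect and ferristatin control at 100 nM for full effect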
# HCV core dimer = HCV core protein dimerization inhibition | inhibition, % at 5 µM | TR-FRET GST/Flag-core106 dimerization, 1536-well | actives 0.33% (n = 300,000);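 active means inhibition above the mean of all tested compounds plus 3 SD, set per screening campaign, cut at about 45% in these data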
#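 Material: Tagged HCV core106 pair (GST and Flag) | Amount: GST-core106 13.5 nM, Flag-core106 17 nM | Medium: KF-containing HEPES buffer, pH 7.45, DTT, CHAPS, BSA | Reagent: Eu donor and XL665 acceptor anti-tag antibodies | Schedule: 4 h at 22.5 °C | Technique: Time-resolved FRET, ex 340 nm, em 617 and 671 nm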
# procasp7 counter = counter-screen: procaspase-7 (human) activation | P55210 | recombinant procaspase-7, Ac-DEVD-pNA absorbance 405 nm; D23A/D198A/D206A triple mutant, cannot self-cleave; scale: DMSO 0, 5 µM enzyme 100 | activation, % at 8.5 µM | actives 0.093% (n = 330,000) | AID 463210;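 active means percent activation above the screen-wide mean plus 3 SD, cut at about 25% in these data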
# Target sequence (P55210 whole entry D23A/D198A/D206A): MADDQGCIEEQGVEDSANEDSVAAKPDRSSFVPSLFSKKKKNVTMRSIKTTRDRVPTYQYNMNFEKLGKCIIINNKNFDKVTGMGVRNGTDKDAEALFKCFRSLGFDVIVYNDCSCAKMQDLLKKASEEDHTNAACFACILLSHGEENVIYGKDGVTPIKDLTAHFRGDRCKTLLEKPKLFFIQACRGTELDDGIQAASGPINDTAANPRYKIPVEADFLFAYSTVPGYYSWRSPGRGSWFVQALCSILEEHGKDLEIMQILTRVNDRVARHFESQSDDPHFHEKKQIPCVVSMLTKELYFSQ
#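 Assay system: Uncleavable procaspase-7 mutant enzyme | Input: 2 µM procaspase-7 mutant as dispensed | Timing: 1 h compound preincubation, 2 h substrate cleavage, 25 °C | Repeats: One well per compound | Control set: DMSO wells as 0%, DMSO with 5 µM added PC-7 as 100% | Technique: Epi-absorbance of released pNA at 405 nm, two timepoints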
# CTSL1 counter = counter-screen for PFM18AAP inhibitors: inhibitors of F. hepatica cathepsin L1. inhibition, % at 5.96 µM. actives 0.49% (n = 300,000). recombinant F. hepatica cathepsin L1, Z-Leu-Arg-MCA fluorescence;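 active means inhibition above the mean of all tested compounds plus 3 SD, set per screening campaign, cut at about 17% in these data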;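 further: 0% = plate median of test compound wells and 100% = 1 µM Z-Phe-Ala-diazomethylketone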
# Efflux pump inh = blocks antifungal efflux pumps in multiplex yeast assay | S. cerevisiae Candida pump triplex, Nile Red efflux | inhibition, % at 10 µM | actives 0.44% (n = 330,000);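 active means plate passing quality check with inhibition over a set limit, or well fluorescence over plate mean plus 4 SD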;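 further: Nile Red retained in pooled yeast measured as flow cytometry median fluorescence; 0% = buffer negative control and 100% = Enniatin B positive control; higher means more Nile Red kept so more efflux inhibition; some compounds called inactive have numbers as strong as hits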
# Starred values were filed as active, the others as inactive; i = inactive; u = inconclusive; x = not tested or not shown.
cpd	compound	GASC-1 inh	PP1 counter	PP5 primary	procasp3 activ	TPT1 inh
1	CCc1ccc([C@@H]2CC=C(C(=O)O)[C@H](c3ccccc3)N2S(=O)(=O)c2ccc(C)cc2)cc1	x	9.3	3.0	3.1	-1.2
2	N#Cc1nc(Cc2cccc3ccccc23)oc1N1CCN(c2ccccc2)CC1	-0.6	-1.4	-0.1	-0.9	-3.0
3	Cc1nc2ccc(NC(=O)[C@@H](NC(=O)c3c(F)cccc3F)C(C)C)cc2s1	4.1	0.8	1.2	6.9	x
4	CC(C)c1ccc(S(=O)(=O)NCc2ccc3c(c2)OCO3)cc1	i	9.7	0.3	-11.0	-1.9
5	O=C(OCc1ccc(F)cc1)c1ccc2ccccc2n1	-3.3	0.6	3.6	9.2	-2.7
6	Cc1cccc(Nc2ccccc2C(=O)O)c1C	-7.2	1.3	2.9	11.1	-6.5
7	O=C(NCCc1ccncc1)c1ccccc1F	-24.5	-1.1	-2.6	3.0	-0.6
8	CC(NC(=O)c1ccc2c(c1)C(=O)N(Cc1cccnc1)C2=O)c1ccccc1 (stereo unspecified)	7.4	-2.2	0.0	-0.8	1.0

cpd	HCV core dimer	procasp7 counter	CTSL1 counter	Efflux pump inh
1	25.2	1.9	0.8	0.0
2	7.1	0.5	-0.7	0.1
3	x	-6.7	x	-0.2
4	1.9	6.2	1.6	0.0
5	-3.1	1.1	-2.4	-0.2
6	5.9	13.5	1.3	-0.1
7	-4.9	5.1	0.1	-0.2
8	-0.2	7.2	2.1	0.1

# Next section:
cpd	compound	GASC-1 inh	PP1 counter	PP5 primary	procasp3 activ	TPT1 inh
9	Cc1ccc(NS(=O)(=O)c2cc(C(N)=O)ccc2C)cc1	-1.7	-1.5	1.0	-0.3	-2.2
10	Cc1cccc(NC2=NC(=S)N(c3ccc(C(=O)O)cc3)C23CCCCC3)c1	24.5	-0.2	-0.4	-0.2	1.3
11	CC(Sc1n[nH]c(-c2ccccc2)n1)C(=O)c1c(N)n(C)c(=O)n(C)c1=O (stereo unspecified)	1.1	-4.0	-1.2	3.7	3.5
12	CCN(CC(=O)Nc1ccccc1C(F)(F)F)C(=O)CCc1ccccc1	10.3	0.3	0.6	7.6	-3.7
13	Clc1ccccc1Nc1nc(-c2cccnc2)cs1	9.1	1.4	1.4	-4.5	1.6
14	Cc1cc(-c2ccccc2)nn1-c1nc2c(c(=O)[nH]c(=O)n2C)n1C	4.8	-3.2	-2.3	3.2	-2.3
15	O=C(c1cccc(N2CCNC2=O)c1)N1CCCC(Nc2cccc(F)c2)C1 (stereo unspecified)	-0.5	-3.5	0.6	18.1	-2.5
16	COc1ccc(NC(=O)N2CCC(NC(=O)c3ccco3)CC2)cc1	u	0.2	-1.2	-1.4	-2.9

cpd	HCV core dimer	procasp7 counter	CTSL1 counter	Efflux pump inh
9	-1.6	2.5	-1.1	-0.2
10	7.1	5.7	0.9	0.1
11	-0.1	5.3	-3.0	0.1
12	-3.5	2.6	-1.4	-0.2
13	0.4	3.1	0.0	0.2
14	-0.8	4.7	-0.5	-0.1
15	-1.0	7.4	2.8	-3.2
16	-4.7	6.7	-0.1	0.1

# Going on with the list:
cpd	compound	GASC-1 inh	PP1 counter	PP5 primary	procasp3 activ	TPT1 inh
17	NC(N)=NS(=O)(=O)c1ccc(NC(=S)NC(=O)/C=C/c2cccs2)cc1	3.5	-1.3	0.4	-4.2	-6.5
18	O=C(Cc1ccc(F)cc1)N(c1ccc(F)cc1)C1C=CS(=O)(=O)C1 (stereo unspecified)	7.0	-0.2	-2.1	0.1	-0.2
19	COc1ccc(N(CC(=O)NC(C)c2ccccc2)S(=O)(=O)c2c(C)noc2C)cc1 (stereo unspecified)	16.5	2.5	0.0	6.0	-2.7
20	Cc1ccc2c(c1)C(c1ccccc1)N(C(=O)CC(C)C)CC(=O)N2 (stereo unspecified)	-11.1	-3.7	1.7	-2.3	1.2
21	COc1ccc(NC(=O)C2CCN(C(=O)c3ccco3)CC2)c(OC)c1	-4.0	-1.2	5.3	-4.2	0.1
22	CCOc1nc(NCc2ccco2)nc(Nc2ccc(OC)cc2)n1	4.4	2.3	0.0	1.4	-3.9
23	CCCn1c(SCc2ccon2)nc2ccccc2c1=O	21.5	-1.4	1.4	2.3	-6.6
24	Cc1cc(NC(=O)c2noc3c2CCCC3)no1	-5.2	0.8	0.2	-0.5	-0.2

cpd	HCV core dimer	procasp7 counter	CTSL1 counter	Efflux pump inh
17	17.7	1.3	0.3	0.3
18	-0.5	4.6	0.2	0.0
19	-16.7	1.4	-0.1	-0.1
20	-7.8	3.8	-2.7	0.4
21	-12.0	6.3	2.8	0.5
22	2.9	5.3	1.5	-0.2
23	-0.5	-0.4	0.8	-0.1
24	-3.1	7.0	3.9	-0.5

# New compounds follow
cpd	compound	GASC-1 inh	PP1 counter	PP5 primary	procasp3 activ	TPT1 inh
25	O=C(COC(=O)CNS(=O)(=O)c1cccc(Br)c1)NC(=O)Nc1ccc2c(c1)OCCO2	5.2	-6.1	-1.5	3.8	-1.6
26	COc1ccc2[nH]cc(CCNC(=O)C3CCCO3)c2c1 (stereo unspecified)	20.2	-4.8	2.5	8.3	1.0
27	COc1cccc(NC(=S)N(CCCN2CCOCC2)Cc2cn(C)c3ccccc23)c1	5.1	-2.9	1.8	-2.0	-3.8
28	COc1ccc(CNC(=O)CN2C(=O)COc3ccc(S(=O)(=O)N4CCCC4)cc32)cc1	2.8	-0.7	-0.5	7.2	0.1
29	CCCCC/C=N/NC(=O)c1[nH]c2ccc([N+](=O)[O-])cc2c1C	-5.5	4.4	-1.0	9.6	3.3
30	CCc1nnc(NC(=O)c2ccc(Cl)nc2)s1	-2.4	-3.8	-1.0	2.3	-1.3
31	O=c1cc(CO)oc(CN2CCC(Cc3ccccc3)CC2)c1O	-15.6	3.4	0.5	3.4	7.3
32	C=CCNC(=O)CC1C(=O)NCCN1Cc1c(F)cccc1Cl (stereo unspecified)	i	-7.0	0.9	-3.2	0.7

cpd	HCV core dimer	procasp7 counter	CTSL1 counter	Efflux pump inh
25	2.1	1.8	-15.8	0.0
26	4.1	8.4	-4.8	0.3
27	-1.2	-1.8	0.5	-4.3
28	-0.8	-1.0	-1.1	0.1
29	3.7	-5.5	-1.3	-0.2
30	-3.7	1.6	-2.3	-0.1
31	1.6	-6.9	0.7	-0.1
32	-7.5	-3.9	0.1	0.1

# Following part.
cpd	compound	GASC-1 inh	PP1 counter	PP5 primary	procasp3 activ	TPT1 inh
33	COc1ccc(S(=O)(=O)NCCC(=O)OCC(=O)c2ccc[nH]2)cc1[N+](=O)[O-]	x	0.3	1.6	0.6	x
34	Cc1ccsc1C(=O)NNC(=O)COc1ccccc1Cl	i	0.0	3.7	9.3	-2.1
35	CCN(CC)S(=O)(=O)c1ccc(NS(=O)(=O)c2cccs2)cc1	6.3	-6.2	-1.4	2.4	-6.9
36	Cc1ccc(-c2noc(-c3cc(C(C)(C)C)nn3Cc3ccccc3)n2)cc1	43.7	-1.3	1.5	-12.8	-3.7
37	CCc1nc(N[C@H](C(=O)O)C(C)CC)c2oc3ccccc3c2n1 (stereo partly specified)	-1.0	-1.2	-1.1	-1.3	1.5
38	O=C(Nc1ccccc1C(=O)N1CCCCC1)c1cc(F)c(F)cc1Cl	-6.6	-3.6	-7.2	3.4	-2.2
39	COc1ccc(NS(=O)(=O)c2cc(NC(=O)c3ccc(C)s3)ccc2N2CCOCC2)cc1	4.6	3.8	4.7	0.7	-4.4
40	COc1ccc(C(=O)NCCS(=O)(=O)NCc2ccc(F)cc2)cc1	2.6	-2.3	0.2	-8.8	0.5

cpd	HCV core dimer	procasp7 counter	CTSL1 counter	Efflux pump inh
33	x	-3.7	x	-0.3
34	-3.4	4.4	-10.2	0.0
35	1.2	3.4	0.3	-0.1
36	-0.8	2.5	0.6	-0.3
37	-1.2	4.0	0.9	-0.1
38	-8.5	-9.6	0.3	0.1
39	3.1	3.5	-0.6	0.0
40	-3.6	-6.5	7.0	0.1

# 2 entries picked at random from the list so far:
cpd	compound	GASC-1 inh	PP1 counter	PP5 primary	procasp3 activ	TPT1 inh
40	COc1ccc(C(=O)NCCS(=O)(=O)NCc2ccc(F)cc2)cc1	2.6	-2.3	0.2	-8.8	0.5
34	Cc1ccsc1C(=O)NNC(=O)COc1ccccc1Cl	i	0.0	3.7	9.3	-2.1

cpd	HCV core dimer	procasp7 counter	CTSL1 counter	Efflux pump inh
40	-3.6	-6.5	7.0	0.1
34	-3.4	4.4	-10.2	0.0

# The listing continues:
cpd	compound	GASC-1 inh	PP1 counter	PP5 primary	procasp3 activ	TPT1 inh
41	Cc1ccc(Br)c(NS(=O)(=O)c2cccc(C(=O)N3CCNC(=O)C3)c2)c1	6.0	x	x	6.5	x
42	O=c1[nH]cnc2ncc(-c3ccc(O)cc3)nc12	4.7	-7.5	0.1	-6.5	-0.3
43	CCNS(=O)(=O)c1ccc(NC(=S)NCC2CCCO2)cc1 (stereo unspecified)	2.4	-4.2	0.0	1.1	-2.4
44	NC(=O)C1=C[C@H](c2ccccc2)C[C@H](OCc2ccc(CO)cc2)O1	-0.1	-2.3	0.7	6.6	-1.0
45	CSc1cccc(N2CC(C(=O)N(Cc3nnc(-c4ccccc4Cl)o3)C3CC3)CC2=O)c1 (stereo unspecified)	0.9	-9.3	-0.1	-4.5	1.1
46	Cn1c(N)nc2ccccc2c1=O	-9.1	-3.8	3.3	5.5	-3.1
47	CC(C)OCCCNC(=O)c1c(N)n(/N=C/c2cccs2)c2nc3ccccc3nc12	0.6	0.4	2.2	-24.6	-2.0
48	CCOC(=O)c1c(S(=O)(=O)N2CCCC2)c(C)n(C)c1C	-4.8	2.4	0.1	11.6	-2.0

cpd	HCV core dimer	procasp7 counter	CTSL1 counter	Efflux pump inh
41	x	3.3	x	0.0
42	4.1	3.5	2.5	0.1
43	-2.3	-3.3	-0.6	-0.1
44	-8.9	-4.7	0.5	0.1
45	17.6	-13.0	-3.5	0.2
46	2.1	3.6	0.6	0.1
47	5.7	-26.6	0.9	0.2
48	-1.2	9.7	-7.7	0.0

# Next part.
cpd	compound	GASC-1 inh	PP1 counter	PP5 primary	procasp3 activ	TPT1 inh
49	COc1ccc(CC2(CO)CCN(Cc3nc(C(C)C)cs3)CC2)cc1	2.3	-1.2	1.9	-1.0	3.4
50	Cc1cc(Br)ccc1NC(=O)CNC(=O)CSc1n[nH]c(N)n1	u	-2.7	2.4	-2.4	0.8
51	O=C(Nc1cccc(Cl)c1)Nc1nnc(-c2ccccc2)o1	3.0	-5.5	1.5	-0.5	-4.4
52	CCOC(=O)c1c(C=O)c2ccccc2n1CC	-19.3	0.5	0.7	4.3	1.7

cpd	HCV core dimer	procasp7 counter	CTSL1 counter	Efflux pump inh
49	-3.9	-4.9	-2.1	0.1
50	-6.4	4.4	0.9	0.3
51	-4.9	-5.4	-1.2	-0.2
52	4.9	3.0	-3.4	0.3

# Assay outcomes (PubChem)
